# Compound activity as filed in PubChem.
# Pf apPOL inh: Pf-apPOL DNA polymerase inhibition. Recombinant Pf-apPOL, molecular beacon fluorescence, 1.5 h. inhibition, % at 10 µM. 210,000 tested, 0.25% active. AID 1794808
# mHTT-CaM PPI inh: inhibitors of human mutant huntingtin-calmodulin interaction; AlphaScreen His-mHTT/GST-CaM binding, luminescence; inhibition, % at 15 µM; 190,000 tested, 3.6% active; AID 1671202;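 also: 0% = both proteins with DMSO and 100% = one protein alone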
# Starred values were filed as active, the others as inactive; i = inactive; nt = no result given; & = joins results of further samples. Rule as the data show it: active = inhibition above about 50%; inactive = the rest.
# Under each structure: Pf apPOL inh | mHTT-CaM PPI inh
C=C(C)COc1ccc(-c2nc(N)nc(C(F)(F)F)c2-c2ccccc2OC)c(O)c1
→ -4 | 14
O=C(COc1ccc(Cl)cc1Cl)Nc1ccc(Br)cc1F
→ -8 | -6
Cc1ccnc(N2CCCC(C(=O)N3CCN(c4cc(Cl)ccc4C)CC3)C2)n1 (stereo not drawn)
→ -5 | 90*
COc1ncc(C(=O)N2CCN(c3ccccc3Cl)CC2)cn1
→ 1 | -4
COc1cccc(Nc2c(C(=O)N3CCCC(C)C3)cnc3nc(C)ccc23)c1 (stereo not drawn)
→ -1 | 7
Clc1cccc(CN2CCC(N3CCCCCC3)CC2)c1
→ 2 | 3
CCOc1ccc(N2C(=O)CSC2c2cccc([N+](=O)[O-])c2)cc1 (stereo not drawn)
→ 4 | 5
O=C(NCc1cccc(F)c1)C1CCN(c2nc3cccnc3s2)CC1
→ -4 | -9
CCCn1c(C(=O)NCc2ccccn2)cc2sc(Br)cc21
→ -8 | 72*
Cc1cccc(CN2CCCn3nc(C(=O)NCc4ccccc4)cc3C2=O)c1
→ 0 | 11
CCCCNC(=O)C1CCCN(c2cc(=O)n(C)c(=O)n2C)C1 (stereo not drawn)
→ 5 | -11
COc1ccc(N(C(F)F)S(=O)(=O)c2ccc(C)cc2)cc1
→ -2 | -50
CC1(C)OC2C(CSC#N)OC(n3cnc4c(=O)[nH]cnc43)C2O1 (stereo not drawn)
→ -3 | 2
COc1ccc(OC)c(CN2CCN(c3ccc(C(C)=O)cc3)CC2)c1
→ -5 | 11
CCc1ccc(OCC(=O)N2CCC(C(N)=O)CC2)cc1
→ 2 | -2
Cc1cccc(N2CCN(C(=O)c3ccc4c(c3)N(C)C3CCCCN3C4=O)CC2)c1 (stereo not drawn)
→ -1 | 2
CCCC(=O)N1CCc2c(c(-c3nnc(SCC)n3C)nn2C)C1
→ -6 | -2
COc1ccc(C2C(C#N)=C(N)OC(C3CC3)=C2C#N)cc1 (stereo not drawn)
→ -10 | nt
Cc1c(C(=O)NCCCn2ncccc2=O)nnn1-c1nccs1
→ -5 | -16
O=C(NCc1cccnc1)C1(S(=O)(=O)c2ccc(Cl)cc2)CC1
→ -8 | 1
O=C(NS(=O)(=O)c1ccccc1)c1ccc([N+](=O)[O-])cc1
→ 2 | -3
O=C(NCCc1ccncc1)C1CCN(c2cnn(Cc3ccccc3)c(=O)c2)CC1
→ -2 | -1
CCC(C)(C(=O)NC1CCCCC1)N(Cc1cccs1)C(=O)c1cnccn1 (stereo not drawn)
→ -1 | 2
COc1cc(/C=C2/SC(=N)NC2=O)cc(I)c1OC
→ 0 | 11
CCc1ccc(NC(=O)Nc2ccccc2)cc1
→ 0 | -2
O=C(CSc1nsc(SCC(=O)Nc2ccccn2)n1)Nc1ccccn1
→ -3 | 2
COc1ccccc1CNC(=O)C1CCc2sc(C(=O)N3CCCC3)cc2C1 (stereo not drawn)
→ -7 | 9
O=C1OC(c2cccc(Br)c2)=N/C1=C\c1cccc(Br)c1
→ -6 | 1
CC(C)(C)OC(=O)N1CCCC(O)(C(=O)O)C1 (stereo not drawn)
→ -7 | -1
O=c1nc2n(-c3ccc([N+](=O)[O-])cc3)c3cccc(Cl)c3cc-2c(=O)[nH]1
→ 1 | -4

# Single records, from the list above:
# Profile of COc1ccccc1CNC(=O)C1CCc2sc(C(=O)N3CCCC3)cc2C1 (stereo not drawn) : Pf apPOL inh = -7; mHTT-CaM PPI inh = 9
# Profile of O=C(NS(=O)(=O)c1ccccc1)c1ccc([N+](=O)[O-])cc1 : Pf apPOL inh = 2; mHTT-CaM PPI inh = -3

# Going on with the list:
# Under each structure: Pf apPOL inh | mHTT-CaM PPI inh
Cc1cc(C)cc(N2CCC(C(=O)NCC(C)C)C2=O)c1 (stereo not drawn)
→ -2 | 2
O=C(CSc1nc2ccccc2s1)NCc1nc(-c2ccccc2)no1
→ -7 | -15
C(=Nc1nc2ccccc2n1CCN1CCCCC1)c1ccc2c(c1)OCO2
→ 0 | 14
CCN1C(=O)N(CC)C2C1N(C)C(=O)N2CN1C(=O)N(C)C2C1N(CC)C(=O)N2CC (stereo not drawn)
→ 9 | 4
COc1ccccc1C(=O)O/N=C(\N)c1cccnc1
→ 5 | i
O=C(NCc1ccccn1)c1cccnc1N1CCNC(c2ccccc2)C1 (stereo not drawn)
→ -2 | 2
COc1cc(F)ccc1S(=O)(=O)N1CCN(c2ccccc2)CC1
→ -1 | 5
O=C1CSC(c2ccccc2[N+](=O)[O-])N1c1ccccc1 (stereo not drawn)
→ 3 | 6
Fc1ccccc1C1=CC(c2ccc(Br)cc2)n2ncnc2N1 (stereo not drawn)
→ -4 | 23
CCN(C)C1CN(Cc2cn(CCCC(=O)OC)nn2)S(=O)(=O)C1 (stereo not drawn)
→ -3 | -10
COc1ccc(N2COc3ccc(OC)cc3C2)cc1
→ -2 | 53*
O=C(NCCc1cccs1)C12CC3CC(CC(C3)C1)C2
→ nt | -11
N/C(=N\OC(=O)Oc1ccccc1)c1ccc([N+](=O)[O-])cc1
→ -4 | i
c1ccc(CN2CCN(Cc3ccc4c(c3)OCO4)CC2)nc1
→ -1 | -3
Cc1nn(Cc2n[nH]c(=S)o2)c(C)c1Br
→ -9&-10 | nt
O=C(C1CC(c2ccc(F)cc2)=NO1)N1CCN(c2ccc(F)cc2)CC1 (stereo not drawn)
→ -3 | -8
O=C(c1cccc2[nH]ccc12)N1CCC(c2nc(-c3ccccc3)no2)C1 (stereo not drawn)
→ -5 | 28
N#Cc1cc(-c2ccccc2)nc2ccc(Br)cc12
→ 2 | nt
O=C(c1cc2c(s1)CCC(C(=O)N1CCN(c3ccccc3F)CC1)C2)N1CCCC1 (stereo not drawn)
→ 0 | 10
CCC1Oc2ccc(Cl)cc2N(CC(=O)NCc2cccc(OC)c2)C1=O (stereo not drawn)
→ -12 | -9
O=C(NCc1csc(C2CCN(C(=O)c3ccc(F)cc3)CC2)n1)C1CC1
→ -6 | -9
COc1ccc(CNC(=O)c2c(C)noc2-c2cccnc2)cc1
→ -3 | -3
Cn1c(C(=O)O)ccc1S(=O)(=O)N(Cc1ccccc1)Cc1ccccc1
→ 1 | nt
CCN(c1ccc(C)c(C)c1)S(=O)(=O)c1cc(Br)cc2c1N(C(C)=O)C(C)C2 (stereo not drawn)
→ -4 | 6
COc1cc(OC)cc(C(=O)N2CCN=C2N2CCC(C)CC2)c1
→ 1 | -5
OCC1OC(n2cnc3c(NCc4ccco4)ncnc32)C(O)C1O (stereo not drawn)
→ -12 | nt
CNC(=O)C1CN(C(=O)Cc2cccc(Cl)c2)CC12CCCC2 (stereo not drawn)
→ -3 | -5
COc1ccc(-c2nc3c(c(=O)[nH]2)CCN(C(=O)c2cc(-c4cccs4)[nH]n2)C3)cc1
→ 4 | 35
COCCNC(=O)C1CCN(c2nccnc2Sc2cccc(C)c2)CC1
→ -3 | 2
Cc1nc([N+](=O)[O-])c(Sc2nc3ccccc3n2C)n1Cc1ccccc1
→ -4&-3 | 12&28

# Filtered by structure: the entries above containing an NH in an aromatic ring.
# Under each structure: Pf apPOL inh | mHTT-CaM PPI inh
CC1(C)OC2C(CSC#N)OC(n3cnc4c(=O)[nH]cnc43)C2O1 (stereo not drawn)
→ -3 | 2
O=c1nc2n(-c3ccc([N+](=O)[O-])cc3)c3cccc(Cl)c3cc-2c(=O)[nH]1
→ 1 | -4
Cc1nn(Cc2n[nH]c(=S)o2)c(C)c1Br
→ -9&-10 | nt
O=C(c1cccc2[nH]ccc12)N1CCC(c2nc(-c3ccccc3)no2)C1 (stereo not drawn)
→ -5 | 28
COc1ccc(-c2nc3c(c(=O)[nH]2)CCN(C(=O)c2cc(-c4cccs4)[nH]n2)C3)cc1
→ 4 | 35

# Molecules listed so far containing a cyano group:
# Under each structure: Pf apPOL inh | mHTT-CaM PPI inh
CC1(C)OC2C(CSC#N)OC(n3cnc4c(=O)[nH]cnc43)C2O1 (stereo not drawn)
→ -3 | 2
COc1ccc(C2C(C#N)=C(N)OC(C3CC3)=C2C#N)cc1 (stereo not drawn)
→ -10 | nt
N#Cc1cc(-c2ccccc2)nc2ccc(Br)cc12
→ 2 | nt

# New compounds follow
# Under each structure: Pf apPOL inh | mHTT-CaM PPI inh
COc1ccccc1-c1onc(C)c1C(=O)NCc1cccc(Cl)c1
→ -3 | -6
Cc1ccc(NC(=O)CN2CCN(c3ccccn3)CC2)cc1F
→ 0 | 2
COc1ccccc1-c1c(C)oc2cc(OCC=C(C)C)ccc2c1=O
→ -5 | -8
O=C(Cc1ccccc1)N1CCC2(CC1)Nc1cccnc1NC2=NC1CCCC1
→ -3 | 10
CC(C)CCN1C(=O)C2CCCN2C(=O)c2ccccc21 (stereo not drawn)
→ -12 | -1
O=C(NCCCc1ccccc1)c1ccncc1
→ -8 | -5
CCC(C)NC(=O)c1cc2nc(-c3ccc(Cl)cc3)cc(C(F)(F)F)n2n1 (stereo not drawn)
→ -5 | -6
CCC(C)NC(=O)N1CC2CN(S(=O)(=O)c3ccc(F)cc3)CC(C1)O2 (stereo not drawn)
→ -5 | 0
COc1ccc(Nc2sc(C(C)=O)cc2[N+](=O)[O-])cc1
→ 4 | nt
CCN(C)C(=O)c1ccccc1N1CCC(NC(=O)c2cccc(C)c2)CC1
→ -8 | 8
CCCN1C(=O)c2ccccc2CC1(C)C(=O)NC1CCCCCC1 (stereo not drawn)
→ -1 | -7
Cc1ccn2cc(C(=O)NCc3ccc(N4CCOCC4)cc3)nc2c1
→ -12 | -4
COc1ccccc1CCC(=O)Nc1ccc2c(c1)CCC(=O)N2C
→ -3 | 5
Cc1ccc(-c2csc3c(=O)[nH]c(N4CCN(Cc5ccccc5)CC4)nc23)cc1
→ -1 | 6
S=C(Nc1ccccc1Cl)Nc1ccccc1-n1cccc1
→ 3 | nt
Cc1ccc(CN2C(C(=O)NC3CCCC3)CSCCS2(=O)=O)cc1 (stereo not drawn)
→ -4 | 4
CC1CCCC(C)N1C(=O)c1cc2cc([N+](=O)[O-])ccc2oc1=O (stereo not drawn)
→ 0 | 0
O=C(c1ccncc1)N1CCN(c2nc(CN3CCOCC3)cs2)CC1
→ -5 | 2
Cc1ccc(-n2[nH]c(C)c(C=Nc3cc([N+](=O)[O-])cc([N+](=O)[O-])c3)c2=O)cc1C
→ -8 | 1
O=C(O)c1cn(-c2cccc(OC(F)(F)F)c2)nn1
→ -3 | -11
Cc1nccn1CC1CCN(C(=O)COc2ccc(Cl)cc2Cl)CC1
→ -1 | -13
COc1ccc(/C=C2/N=C(c3cccs3)OC2=O)cc1
→ -6 | 6
COc1ccc(C2=NC3(CCN(CC(=O)Nc4ccc(C)c(C)c4)CC3)NC2=O)cc1
→ 3 | 26
COc1ccc(NC(=S)N2CCc3cc(OC)c(OC)cc3C2COc2ccc3c(C)cc(=O)oc3c2)cc1 (stereo not drawn)
→ -4 | 14
Cc1ccc(-c2nc(C(Cl)Cl)n(-c3ccccc3)n2)cc1
→ -1 | -37
CCCc1ccc(S(=O)(=O)N2CCC(CN3CCCCC3)CC2)cc1
→ 3 | 4
Cc1ccccc1-n1nnnc1C(c1ccccc1)N(C)Cc1ccccc1 (stereo not drawn)
→ -5 | -2
O=C(O)c1ccccc1Sc1ccccc1C(=O)O
→ -2 | -1
CCCn1c(=N)c(C(=O)NC)cc2c(=O)n3ccccc3nc21
→ 7 | 0
O=C(Nc1c(F)c(F)cc(F)c1F)C1CC2CCCN2C12C(=O)Nc1ccccc12 (stereo not drawn)
→ -2 | -3

# Under each structure: Pf apPOL inh | mHTT-CaM PPI inh
CCOc1ccccc1N1CCN(C(=O)c2cccc(C)c2)C(C)C1=O (stereo not drawn)
→ -2 | 6
Cc1oc2cc(OCC(=O)OC(C)C)ccc2c(=O)c1-c1ccc(Br)cc1
→ -4 | -30
N#CC1=C(N)Oc2cc(N)ccc2C1c1cccc(Br)c1 (stereo not drawn)
→ -6 | 16
CC(=O)Nc1ccc(S(=O)(=O)N2CCN(Cc3cc(Br)ccc3O)CC2)cc1
→ -4 | 17
O=S(=O)(c1ccc(Cl)s1)N1CCN(c2ccc(Cl)cc2)CC1
→ -6 | -6
Cc1nc2cc(CCO)ccc2s1
→ -2 | 0
O=C1Nc2ccccc2C1=Nc1ccccc1Br
→ 12 | 9
CCn1c(C2CCN(S(=O)(=O)Cc3ccc(Cl)cc3)C2)nc2cccnc21 (stereo not drawn)
→ -3 | 5
CCOc1ccc(-n2c(SCC(=O)c3ccc(Cl)cc3)nc3c(c2=O)SCC3)cc1
→ 4 | 0
CC(C(=O)NCc1ccc(N(C)C)cc1)C1CCN(S(=O)(=O)c2cccs2)CC1 (stereo not drawn)
→ 1 | 4
O=C(Nc1cc2cc(Br)ccc2oc1=O)c1ccc([N+](=O)[O-])cc1
→ -15 | 2
O=C1NC2(CCN(C(=O)c3ccc(F)cc3)CC2)Nc2cc(Cl)ccc21
→ -4 | -8
Cc1ccc2occ(C3Nc4ccccc4NC4=C3C(=O)CC(c3cccs3)C4)c(=O)c2c1 (stereo not drawn)
→ 10 | 35
Fc1ccc(C2CC(c3ccccc3F)n3nnnc3N2)cc1 (stereo not drawn)
→ -4 | -3
CC(C)n1c(CC2CCN(C(=O)c3cc(-c4cccs4)[nH]n3)C2)nc2cccnc21 (stereo not drawn)
→ -3 | 19
CN1C(=O)CCc2cc(C(=O)NC3CC3)ccc21
→ 1 | -1
O=C(Nc1ccc(-c2ccc(=O)[nH]n2)cc1)c1ccc(-n2cccn2)nn1
→ 2 | -14
C#CCSc1nc2ccccc2n1C(=O)c1ccc(S(=O)(=O)N2CCCCC2)cc1
→ 2 | -7
NC(C=Cc1cc(C(F)(F)F)cc(C(F)(F)F)c1)=NOC(=O)C=Cc1ccccc1
→ 4 | nt
CCC(=O)NCC1CCCN(C(=O)Nc2c(C)cccc2C)C1 (stereo not drawn)
→ 0 | 2

# Gathered by group: those above containing a COOH group (4)
# Under each structure: Pf apPOL inh | mHTT-CaM PPI inh
CC(C)(C)OC(=O)N1CCCC(O)(C(=O)O)C1 (stereo not drawn)
→ -7 | -1
Cn1c(C(=O)O)ccc1S(=O)(=O)N(Cc1ccccc1)Cc1ccccc1
→ 1 | nt
O=C(O)c1cn(-c2cccc(OC(F)(F)F)c2)nn1
→ -3 | -11
O=C(O)c1ccccc1Sc1ccccc1C(=O)O
→ -2 | -1
